Assay outcomes deposited in PubChem BioAssay by several laboratories.
FXIa inh 1536 – human FXIa protease inhibitors, primary screen, biochemical, 1536-well; AID 798, 2007; 220,000 compounds, 0.14% hits; purified FXIa, Boc-Glu-Ala-Arg-AMC fluorogenic substrate; inhibition, % at 5 µM; Coagulation factor XI (Homo sapiens), P03951;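 active means inhibition of at least 40%; inactive means inhibition below 40%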;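 further: fluorescence of freed AMC excited at 355 nm; 0% = enzyme without compound and 100% = no enzyme blank; many of its hits are not listed in these tables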
hK5 inh – human KLK5 protease inhibitors, primary screen, biochemical, 1536-well | recombinant hK5, fluorogenic AMC substrate cleavage | inhibition, % at 5 µM | 210,000 compounds, 0.59% hits | AID 873, 2007;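 active means inhibition of 40% or more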;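 further: 0% = enzyme controls without compound and 100% = no-enzyme blanks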
Target sequence (Q9Y337 67-293 limits assumed): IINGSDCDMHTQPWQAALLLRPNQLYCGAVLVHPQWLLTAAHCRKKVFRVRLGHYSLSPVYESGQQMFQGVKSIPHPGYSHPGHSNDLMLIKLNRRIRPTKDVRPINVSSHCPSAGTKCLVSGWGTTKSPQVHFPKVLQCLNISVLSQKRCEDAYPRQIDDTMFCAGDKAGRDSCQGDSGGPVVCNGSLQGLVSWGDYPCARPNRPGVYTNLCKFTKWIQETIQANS
FXIIa inh 1536 – human FXIIa protease inhibitors, primary screen, biochemical, 1536-well; Coagulation factor XII (Homo sapiens), P00748; purified FXIIa, Boc-QGR-AMC fluorogenic substrate, 2 h; 220,000 compounds, 0.3% hits; inhibition, % at 5 µM; in the data active means inhibition above about 40%;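 further: 0% = enzyme with no compound and 100% = blank without enzyme; many of its hits are not listed in these tables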
Target sequence (P00748 20-372 limits assumed): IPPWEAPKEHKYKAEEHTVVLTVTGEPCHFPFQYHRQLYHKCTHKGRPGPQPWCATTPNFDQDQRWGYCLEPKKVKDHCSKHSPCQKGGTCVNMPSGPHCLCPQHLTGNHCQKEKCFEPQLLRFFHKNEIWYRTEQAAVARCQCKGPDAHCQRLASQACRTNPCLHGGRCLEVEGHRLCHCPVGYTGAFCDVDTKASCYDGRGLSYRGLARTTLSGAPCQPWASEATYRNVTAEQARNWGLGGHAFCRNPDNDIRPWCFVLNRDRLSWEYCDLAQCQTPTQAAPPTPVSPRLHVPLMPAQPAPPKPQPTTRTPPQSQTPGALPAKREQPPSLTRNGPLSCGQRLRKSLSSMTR
Target sequence (P00748 373-615 limits assumed): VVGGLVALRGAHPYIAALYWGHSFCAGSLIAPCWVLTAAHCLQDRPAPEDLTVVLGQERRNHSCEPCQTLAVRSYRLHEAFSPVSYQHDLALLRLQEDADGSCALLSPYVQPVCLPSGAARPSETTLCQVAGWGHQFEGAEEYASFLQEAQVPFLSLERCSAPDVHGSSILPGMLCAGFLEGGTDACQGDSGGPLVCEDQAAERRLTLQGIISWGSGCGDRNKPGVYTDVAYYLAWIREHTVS
p97 ATPase inh – inhibitors of human p97 ATPase, primary screen, biochemical; 220,000 compounds, 0.42% hits; inhibition, % at 8 µM; recombinant p97 ATPase, Kinase-Glo ATP luminescence, 3 h; in the data active means inhibition above about 15%;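 further: 0% = DMSO vehicle and 100% = wells lacking enzyme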
KCC2 mod – KCC2 cotransporter modulators, thallium flux, primary screen, cell-based, HEK293 KCC2, FluoZin-2 fluorescence, MLSMR | B-score of Tl+ flux slope (higher = more flux/activation; lower = inhibition) at 10 µM | 190,000 compounds, 2.2% hits | Solute carrier family 12 member 5 (Homo sapiens), Q9H2X9 | KCC2 cells, thallium flux FluoZin-2 fluorescence;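 active means thallium flux slope and its plate-corrected score both differing from the plate sample mean at a set confidence after two filtering rounds, in either direction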;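 further: slope of fluorescence scaled to starting intensity during 10 to 20 s after thallium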
Wee1 degr inh – Wee1 degradation inhibitors, primary screen, cell-based, HeLa, Wee1K328M-luciferase, luminescence | Wee1-like protein kinase (Homo sapiens), P30291 | HeLa Luc-Wee1K328M stability; 100% = proteasome inhibitor MG132 effect | reporter increase, % at 5 µM | 220,000 compounds, 1.2% hits | AID 1321, 2008;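 active means activation above the mean of all tested compounds plus 3 SD, set per screening run, cut at about 8.8% in these data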;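 further: cells exposed to compound for 20 h before luminescence read; 0% = DMSO alone and 100% = MG132 at 30 µM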
PERK inh – block of dimerizer-induced PERK translation repression, primary screen, PERK inhibitor project, CHO PERK-DD cells, SEAP luminescence, HTS. CHO PERK-DD fusion, SEAP luminescence translation reporter. 220,000 compounds, 0.17% hits. inhibition, % at 5.6 µM. AID 1416, 2008. Eukaryotic translation initiation factor 2-alpha kinase 3 (Homo sapiens), Q9NZJ5;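 active means inhibition above the mean inhibition of all tested compounds plus 3 SD, set separately per screening campaign, cut at about 2.9% in these data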;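 further: PERK kinase domain activated by AP20187 dimerizer at 100 nM; 0% = DMSO with dimerizer and 100% = rapamycin at 8.4 µM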
thrombin 1536 – human alpha-thrombin inhibitors, primary screen, counter-screen for coagulation protease inhibitor project, biochemical, 1536-well, fluorogenic AMC substrate. Boc-VPR-AMC fluorogenic substrate cleavage. 220,000 compounds, 0.26% hits. Prothrombin (Homo sapiens), P00734. inhibition, % at 5 µM. AID 1046, 2008;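 active means inhibition at or above 40%; inactive means inhibition below 40%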;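 further: 0% = enzyme with no compound and 100% = wells without enzyme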
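Test system: human alpha-thrombin protein / Dosing: one concentration per compound, 5 µM, with 0.2% DMSO / Medium: pH 7.5 Tris-saline with Tween 20 / Benchmarks: no-compound enzyme wells and no-enzyme blanks / Read-out basis: percent inhibition of thrombin substrate cleavage / Timing: reaction at room temperature / Measured by: fluorescence, ex 355 nm, em 460 nm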
Furin inhibitor – human furin inhibitors, primary screen, biochemical, fluorescence intensity; P09958; purified furin, fluorogenic substrate cleavage; inhibition, % at 30 µM; 220,000 compounds, 0.061% hits; AID 463115, 2010; in the data active means inhibition above about 25%; further: inactives centre near -15
Active calls of the source: *; / = not tested or not shown; [ ] = remark or other dose.

Molecule	KCC2 mod	Wee1 degr inh	FXIa inh 1536	FXIIa inh 1536	hK5 inh	Furin inhibitor	p97 ATPase inh	thrombin 1536	PERK inh
CCOc1ccc(N2C(=O)Nc3ccccc3C2(O)C(=O)NCc2ccc3c(c2)OCO3)cc1 (centres undefined)	0.7	-4	3	20	-1	1[20 µM]	-8	0	-0.4
Nc1c(-c2ccccc2)c(CSc2nc3ccccc3[nH]2)nn1-c1cccc(C(=O)O)c1	0.83	0	31	24	8	-7	16*	30	0.1
CCC(C)c1ccc(NC(=O)C2CCN(c3ccc(C(F)(F)F)cn3)CC2)cc1 (centres undefined)	-0.4	5	3	7	-28	-27	5	-6	0.1
CCc1sc(C(=O)Nc2ccc(F)cc2C)cc1C	-0.051	-2	-5	4	-2	-11	1	-7	0.2
COc1cc(C(=O)NCCC(=O)NC2CCCCCCC2)cc(OC)c1OC	0.74	-3	1	2	-13	-19	2	2	-0.9
Cc1cccc(OCC(=O)NCC(=O)N/N=C/c2cccs2)c1	0.076	4	3	7	-6	-17	1	-4	0.5
CSCc1ccc(C(=O)NCc2ccccc2)cc1	0.061	-1	-5	5	-11	-15	0	-2	0.7
CC(=O)c1c(C(C)=O)c(C)n(C2CCCCC2)c1C	0.46	-1	2	12	-3	-13[20 µM]	-1	2	-0.3
CCN(CC)C(=O)Oc1ccc2ccccc2c1Cl	-1.8	4	-2	4	-7	-14	-2	-1	0.5
Cc1ccc(Nc2c([N+](=O)[O-])c(=O)oc3ccccc23)cc1C	-2.8*	-1	-3	5	1	-17	2	-10	-0.1
Cc1cccc(N(C)C(=O)COc2cc(=O)n(C)c3ccccc23)c1	/	-3	3	12	9	-16	-1	7	-0.6
COc1ccc(Br)c(C(=O)NCCC(C)C)c1	1.3	-1	5	7	-4	-3	-5	2	0.3
COc1ccc(C2(c3ccc(O)cc3O)CC(c3ccccc3Cl)NC(=S)N2)cc1 (centres undefined)	-1.3	-2	-3	10	-4	-11	7	-2	-1.0
CCCN(c1ccc(OCC)cc1)S(=O)(=O)c1ccc2c(c1)CCN2C(=O)CCC(=O)O	/	-1	1	18	23	-15	-2	11	0.4
COc1ccc(CCNC(=O)CSc2nc3[nH]ncc3c(=O)n2-c2ccccc2Br)cc1OC	-1.1	-1	-4	5	1	-14	3	-12	2.3
COc1cccc(COc2ncnc3sccc23)c1	0.33	-1	-2	4	-1	-23	3	-15	0.6
O=C(Nc1ncc2c(n1)-c1ccccc1CC2)c1ccccc1	-1.8	-2	-3	11	18	-19[20 µM]	-2	0	-0.2
N#Cc1c(NC(=S)NC(=O)Cc2cccs2)sc2c1CCCCC2	7.4*	-3	14	15	-19	-13[20 µM]	-1	3	0.6
CCN(CC)S(=O)(=O)c1ccc2[nH]c(=O)cc(C(=O)Nc3ccc(C)c(S(=O)(=O)N(CC)CC)c3)c2c1	-0.066	1	4	7	-8	-29	7	-4	0.0
CN(CC(O)COCc1ccc2c(c1)OCO2)C1CCCCC1 (centres undefined)	-0.88	-1	-6	-4	-21	-15	4	-10	0.9
COCCN(C(=S)Nc1c(C)cc(C)cc1C)C(C)c1cccnc1 (centres undefined)	0.07	-2	-5	7	-25	-12	2	-3	0.3
CCCCOP(=O)(OCCCC)C(O)c1ccc(N(C)C)cc1 (centres undefined)	0.21	-1	1	4	1	-6	2	-6	0.2
Cc1cccc(C)c1OCC(=O)NCC1CCCO1 (centres undefined)	0.59	1	0	5	-4	-18	4	-4	1.7
CC(C)NC(=S)Nc1ccc2nc3n(c(=O)c2c1)CCCCC3	0.62	1	3	13	-11	-35	6	-1	-0.9

Records above printed as active in p97 ATPase inh:
structure | KCC2 mod | Wee1 degr inh | FXIa inh 1536 | FXIIa inh 1536 | hK5 inh | Furin inhibitor | p97 ATPase inh | PERK inh
Nc1c(-c2ccccc2)c(CSc2nc3ccccc3[nH]2)nn1-c1cccc(C(=O)O)c1 | 0.83 | 0 | 31 | 24 | 8 | -7 | 16* | 0.1

More structures.
Molecule	KCC2 mod	Wee1 degr inh	FXIa inh 1536	FXIIa inh 1536	hK5 inh	Furin inhibitor	p97 ATPase inh	thrombin 1536	PERK inh
O=C(NC(=S)NC1CCSC1=O)c1ccccc1F (centres undefined)	-0.012	-1	4	14	5	-26	6	-5	0.1
Cc1ccc(O)c(C(=O)c2cc(C#N)c(=O)n(-c3c(C)n(C)n(-c4ccccc4)c3=O)c2)c1	1.2	5	2	16	-10	-20[20 µM]	5	-1	0.3
CC(=O)Nc1cccc(N2C(=O)CC(Cc3ccccc3)C2=O)c1 (centres undefined)	1	1	11	2	1	-21	4	3	0.9
O=C(NCCc1ccccc1)c1ccc2c(c1)N(Cc1ccccc1)C(=O)CS2=O (centres undefined)	0.44	-3	14	22	1	-22	4	-4	-0.5
O=c1cc(C(F)(F)F)nc(-n2[nH]c3c(c2=O)CCCC3)[nH]1	/	-1	-3	5	-186	-2[20 µM]	-3	-3	-0.6
O=C(O)c1ccc2c(c1)N(Cc1cccc(F)c1)C(=O)CS2	-1.1	-1	2	8	-25	-10	-8	-3	-0.2
O=C(O)c1cccc(NC(=S)NC(=O)c2ccc(-c3ccc(Cl)cc3)o2)c1	-1.4	-1	-3	2	4	-17	3	-7	0.0
Cc1cc(C(=O)NCCCN(C)C)c2ccccc2n1	0.57	4	-4	2	-13	-15	2	1	0.8
CN(C)c1ccc(N2CN=C3SCC(=O)N3C2)cc1	-1.2	3	0	8	-10	-11[20 µM]	4	4	1.3
Cc1ccc(/C=C/C(=O)O)cc1S(=O)(=O)NCCCC(=O)O	0	4	-12	-7	-24	-14	-2	-10	1.9
CCN1CCN(c2ccc(S(=O)(=O)N3CCCC3)cn2)CC1	-0.63	1	-1	6	1	-22	4	-11	0.2
COc1ccccc1-n1nnnc1SCC(=O)NC1CCCC1	-0.1	-2	-13	-4	-74	9[20 µM]	6	15	1.0
CN(Cc1ccccc1)C(=O)c1[nH]cnc1C(=O)N[C@@H](CCCCNC(=O)OC(C)(C)C)C(=O)OC(C)(C)C	-2	3	-7	10	0	-13	-7	-4	0.2
O=C(NCCCO)c1ccc2[nH]c3ccccc3c2c1	0.38	-3	17	16	-7	-15	5	1	-1.1
CCOc1cccc(C(=O)Nc2ccc(N(CC)CC)cc2)c1	0.04	5	-60	16	7	-21	-1	4	-0.2
COc1ccc(N2CC(C(=O)Nc3ccc(S(=O)(=O)Nc4nccs4)cc3)CC2=O)cc1 (centres undefined)	0	1	2	6	-1	-8	5	/	0.5

An excerpt of these results, with values under each structure:
Every second line gives: KCC2 mod | Wee1 degr inh | FXIa inh 1536 | FXIIa inh 1536 | hK5 inh | Furin inhibitor | p97 ATPase inh | thrombin 1536 | PERK inh
> O=C(NCCCO)c1ccc2[nH]c3ccccc3c2c1
    0.38 | -3 | 17 | 16 | -7 | -15 | 5 | 1 | -1.1
> CN(Cc1ccccc1)C(=O)c1[nH]cnc1C(=O)N[C@@H](CCCCNC(=O)OC(C)(C)C)C(=O)OC(C)(C)C
    -2 | 3 | -7 | 10 | 0 | -13 | -7 | -4 | 0.2

(next part)
Molecule	KCC2 mod	Wee1 degr inh	FXIa inh 1536	FXIIa inh 1536	hK5 inh	Furin inhibitor	p97 ATPase inh	thrombin 1536	PERK inh
Cc1ccc(S(=O)(=O)N2CCN(C(=O)C3Cc4ccccc4CN3C(=O)c3ccco3)CC2)cc1 (centres undefined)	-0.39	-1	4	1	1	-19	3	0	0.7
O=C(CCCCCn1c(=S)[nH]c2cc3c(cc2c1=O)OCO3)N1CCN(C(=O)c2ccco2)CC1	-1.7	2	-5	-2	-31	-7	4	6	0.4
N#Cc1ccc(Oc2ccc(C(F)(F)F)cc2NC(=O)c2ccc(F)cc2)cc1	/	2	5	9	0	-10	2	-1	0.4
C/C(=N\Nc1ccc(Cl)cc1)c1ccccn1	-0.2	1	1	7	4	-6[20 µM]	5	1	0.3
CCCCn1c(SC(C)C(N)=O)nc2cc(C(=O)OC)ccc2c1=O (centres undefined)	9.8*	-1	2	19	-15	-13[20 µM]	-8	4	-0.4
C=CCN1C(=O)C2C(C(=O)NC)C3C=CC2(O3)C1C(=O)NCc1ccc(OC)cc1 (centres undefined)	0.048	2	14	15	4	-15	2	1	0.4
O=C(Nc1ncccn1)C1c2ccccc2Oc2ccccc21	0.066	0	2	7	-16	-11	3	-5	-0.3
CCCc1ccc(C(=O)N2CCN(c3ccccc3OCC)CC2)cc1	/	-3	10	22	-3	0[20 µM]	-2	5	-0.5
Cc1nc2nc(C)c(CCC(=O)N3CCN(c4ccccn4)CC3)c(C)n2n1	-0.13	-1	6	19	8	7	5	3	0.4
CN(Cc1cc([N+](=O)[O-])c2cccnc2c1O)C1CCCCC1	1.8	0	9	9	-28	-22	11	-5	0.9
CCOc1nonc1C(=N)/C(C(C)=O)=C(\C)O	1	-1	-1	17	0	-16	9	2	-0.8
Cc1ccc(/C(O)=C2/C(=O)C(=O)N(CCN3CCOCC3)C2c2cccnc2)cc1 (centres undefined)	0.37	0	1	9	-19	-17	1	3	0.6
O=C(Nc1cc(C(F)(F)F)ccc1Cl)C(=O)N1CCCCC1	0.24	0	-3	6	-7	-16	2	-16	0.5
CC(=O)c1sc(NC(=O)C=C(C)C)nc1C	-0.0011	1	-4	-11	-7	-1[20 µM]	0	-5	0.7
CCOC(=O)C1CCN(c2c(N3CCN(c4ccccc4OC)CC3)c(=O)c2=O)CC1	0.95	-1	4	12	-11	-15	3	1	1.4
CCCCNC(=O)c1ccc(N2CCC3(CC2)OCCO3)c([N+](=O)[O-])c1	3.1	0	-5	5	-20	-10	-3	-5	-0.6
CCC(=O)Nc1cc(C)c(NC(=O)CCc2ccccc2)cn1	/	1	1	7	-5	-3	-1	-3	0.6
COc1ccc(NC(=O)COC(=O)Cc2c(F)cccc2Cl)cc1OC	-0.41	1	10	2	-6	-21	-3	-9	0.1
CCCc1nc(SCC(=O)Nc2cc(C)on2)c2ccccc2n1	-2.6	3	16	14	2	-7	-2	-2	-1.3
COCCCn1cnnc1SCc1nc2sc(C(C)=O)c(C)c2c(=O)[nH]1	-0.41	-2	0	5	0	-19	4	-1	0.4
CCCCNC(=O)C1(NC(=O)Nc2ccc(C)cc2)CCCCC1	0.6	5	-5	5	-4	-21	-3	-8	1.0
CCCCCn1c(=O)[nH]c2cc(C(=O)N3CCN(CC)CC3)ccc2c1=O	/	-2	0	16	-5	-25[20 µM]	-2	-1	-0.7
CCOC(=O)CC1C(=O)NCCN1c1nc2ccc(C)cn2c(=O)c1/C=C1\SC(=S)N(CC(C)C)C1=O (centres undefined)	-5.2*	0	6	15	8	-10	1	3	-2.1
COc1cc(/C=N/Nc2nc3ccccc3[nH]2)ccc1O	1.1	0	8	8	-22	0	7	-1	0.3
COc1ccc2c(c1)CCc1cc(C(=O)O)sc1-2	-0.52	-2	-26	-45	-29	-188	7	-5	1.6
